Pf Dd2 inh = qHTS Primary assay for Inhibitors of Plasmodium falciparum Dd2 growth in vitro; P. falciparum Dd2 growth, SYBR Green, 72 h; Potency, µM (highest dose often 28.9 µM), for inactives: at the top dose activity, negative = inhibition, usual class: inhibitors; 4.3% of 120,000 active; AID 1347417, 2020; active = well fitted inhibition curve with a large enough effect; inconclusive = small, poorly fitted or top-dose-only effect; inactive = no such curve, though single readings can be large or run the other way;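 note: plate controls were DMSO vehicle for no effect and reference drug for full effect; nearly all actives have a fitted effect of over 65% in size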
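Readout: SYBR Green fluorescence, 485 nm excitation, 535 nm emission, after ~16 h lysis at 37C. Before that, Dd2-infected red cells (2.5% hematocrit) grew 72 h with compound, 29 uM top final concentration.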
Numbers without * were called inactive; i = inactive; ? = inconclusive; [ ] = another dose, or the depositor's remark. Potency is the fitted concentration of half-maximal effect.

SMILES	Pf Dd2 inh
Cc1cccc(-n2nc(COc3ccccc3)nc2CN2CCOC2=O)n1	2%
Cn1cnc(S(=O)(=O)N[C@@H]2CCOC[C@H]2Oc2ccc(C(N)=O)cc2)c1	-3%
COCCC(=O)N1CCCCCC1CN1CCOCC1 (stereo not drawn)	-16%
CN(C)c1cc2c(cc1NC(=O)c1ccc(F)cc1)n(C)c(=O)n2C	?
COc1ccc(C2=NOC3(CCN([S+](=O)([O-])c4cccs4)C3)C2)cc1 (stereo not drawn)	0%
O=C1COc2ccc(-c3cc(-c4ccc(F)cc4)c4c(n3)-c3cc(Cl)ccc3OC4)cc2N1	13%
COc1ccc(C(=O)N2CCC3(CC2)N=C(c2ccc(C)cc2)NO3)cc1OC	-1%
CC(C)(C)n1ccc(C(=O)N2CCC3(CCCN(C4CCCC4)C3=O)C2)c1 (stereo not drawn)	5%
CC1CCCCN1c1c(S(=O)(=O)c2ccc(Cl)cc2)cnc2ccccc12 (stereo not drawn)	?
COc1ccc(CCN2Cc3cc(NC(=O)Cc4ccccc4)ccc3OC(C)C2=O)cc1 (stereo not drawn)	-7%
Cc1ccc(OCC(=O)Nc2ccc3nc(SCC(N)=O)sc3c2)cc1	?
CCOC(=O)N1CCN(Cc2nc3cc([N+](=O)[O-])ccc3n2C(C)C)CC1	-10%
Cc1ccc(NC(=O)Cn2ccn3nc(-c4ccc(F)cc4)c(CO)c3c2=O)c(C)c1	-10%
COc1ccc(NC(=O)N2CCc3c(C(=O)N(C)C)cccc32)cc1	i
CC(C)C[C@@H]1N[C@H](C(=O)NC2CCCC2)Cc2cn(Cc3nccn3C)c3cccc1c23	-5%[44.1 µM]
COc1ccccc1CCC(=O)NCc1nnc2ccc(-c3ccc(C)cc3)nn12	6%
COc1ccc(-c2nc(C(C)C)nc3c2CCN(C(=O)c2ccccc2C)CC3)cc1	?
O=C1Nc2ccccc2OCC12CCN(Cc1ccccc1C(F)(F)F)CC2	21%
Cc1ccccc1C(=O)N(C)Cc1ccc(-c2ccccc2)cc1	?
O=C(C[C@@H]1C[C@H]2O[C@H](CNCc3ccccc3C(F)(F)F)[C@@H](O)[C@H]2O1)N1CCC(F)(F)C1	26%
Cc1ccc(CSc2nnc(-n3c(=O)c(C#N)cc4c(=O)n5cc(C)ccc5nc43)s2)cc1	32%[activator]
O=c1oc2ccc3ccccc3c2cc1-c1nnc(Nc2cccc(F)c2)s1	38%[activator]
Cc1cc(NC(=O)c2ccc3c(c2)N(C)C2CCCCN2C3=O)ccc1Br (stereo not drawn)	i
Cc1c(O)cccc1C(=O)N1CCCn2nc(C(=O)NCCN(C)C)cc2C1	0%
COC[C@@H]1CN(c2cnccn2)C[C@H]1C(=O)NCc1ccccc1OC	-44%
Cc1ccc(CN2CCCCC23Cc2ccccc2CNC3=O)cc1C (stereo not drawn)	7.9µM*
CC(C)CCNC(=O)c1cnc2n1CCN(Cc1ccc(C(C)C)cc1)CC2	-16%[44.1 µM]
CC1CCN(C(=O)CC2Sc3ncccc3N(C)C2=O)CC1 (stereo not drawn)	i
COc1ccc(-c2nc3sc(CCNC(=O)C(=O)Nc4ccc(C)cc4C)c(C)n3n2)cc1	i
CCOc1ccc(C(=O)N2CCC(n3cc(-c4nc(CC)no4)nn3)C2)cc1 (stereo not drawn)	i
CN(Cc1csc(-c2ccccc2)n1)C(=O)CC1COCCN1 (stereo not drawn)	i
O=C(C1CCOCC1)N1CCOC[C@H](Oc2ccc(C(F)(F)F)cn2)C1	-10%[44.1 µM]
Cc1ccccc1Nc1cnc2ccc(-c3cccc(CO)c3)nn12	2.5µM*
CCOc1cc(C2C(C(=O)OC)=C(C)NC3=C2C(=O)c2ccccc23)cc(Br)c1OCC (stereo not drawn)	?
COCCN1CC(C(=O)NCCOc2ccccc2)CCC1=O (stereo not drawn)	-7%
CCc1nc(C)c(C(=O)N2CCn3nc(C(O)Cc4ccccc4)cc3C2)o1 (stereo not drawn)	5%
Cc1cccc(OCC(=O)NCCn2ccn3nc(-c4ccc(C)c(C)c4)cc3c2=O)c1	?
O=C(Nc1cccc(F)c1)N1CC(Oc2ccc(-c3nc(-c4ccccc4)no3)cc2)C1	i[5.79 µM]
COC1C(=O)N(C2CCN(C(=O)c3cc(C)nn3C)CC2)C12CCOCC2 (stereo not drawn)	-1%
CC(C)(C(=O)NCCc1ccccn1)C1CCOCC1	?
Cc1cc(C)cc(NC(=O)C2CCN(S(=O)(=O)c3cccc(-c4noc(C)n4)c3)CC2)c1	i
Cc1ccccc1CNC(=O)CCc1cn(Cc2ccccc2C)c2ccccc12	?
COc1ccc(S(=O)(=O)N2CCCC(Cn3cnc4cccnc43)C2)cc1OC (stereo not drawn)	-10%
CCc1ccc(Sc2cc(C(=O)O)c3ccccc3n2)cc1	i
N#Cc1cccc(NC(=O)Nc2ccc(=O)n3c2[C@@H]2C[C@@H](CN(C(=O)COc4ccccc4)C2)C3)c1	-8%
CCC(=O)Nc1ccc(OCC(=O)N[C@H]2CN(C(C)C)C[C@@H]2OC)cc1	21%
Cc1nn(CCCC(=O)NCc2cccc(Cl)c2)c(=O)c2c1sc1ccccc12	-8%
Cc1ccccc1CCC1CCCN(C(=O)c2cccc(O)c2C)C1 (stereo not drawn)	?

For reference, some entries already given:
SMILES	Pf Dd2 inh
CC1CCN(C(=O)CC2Sc3ncccc3N(C)C2=O)CC1 (stereo not drawn)	i
COc1ccc(-c2nc3sc(CCNC(=O)C(=O)Nc4ccc(C)cc4C)c(C)n3n2)cc1	i
CCOc1ccc(C(=O)N2CCC(n3cc(-c4nc(CC)no4)nn3)C2)cc1 (stereo not drawn)	i
CN(Cc1csc(-c2ccccc2)n1)C(=O)CC1COCCN1 (stereo not drawn)	i
O=C(C1CCOCC1)N1CCOC[C@H](Oc2ccc(C(F)(F)F)cn2)C1	-10%[44.1 µM]
Cc1ccccc1Nc1cnc2ccc(-c3cccc(CO)c3)nn12	2.5µM*
CCOc1cc(C2C(C(=O)OC)=C(C)NC3=C2C(=O)c2ccccc23)cc(Br)c1OCC (stereo not drawn)	?
COCCN1CC(C(=O)NCCOc2ccccc2)CCC1=O (stereo not drawn)	-7%
CCc1nc(C)c(C(=O)N2CCn3nc(C(O)Cc4ccccc4)cc3C2)o1 (stereo not drawn)	5%
Cc1cccc(OCC(=O)NCCn2ccn3nc(-c4ccc(C)c(C)c4)cc3c2=O)c1	?
O=C(Nc1cccc(F)c1)N1CC(Oc2ccc(-c3nc(-c4ccccc4)no3)cc2)C1	i[5.79 µM]
COC1C(=O)N(C2CCN(C(=O)c3cc(C)nn3C)CC2)C12CCOCC2 (stereo not drawn)	-1%
CC(C)(C(=O)NCCc1ccccn1)C1CCOCC1	?
Cc1cc(C)cc(NC(=O)C2CCN(S(=O)(=O)c3cccc(-c4noc(C)n4)c3)CC2)c1	i
Cc1ccccc1CNC(=O)CCc1cn(Cc2ccccc2C)c2ccccc12	?
COc1ccc(S(=O)(=O)N2CCCC(Cn3cnc4cccnc43)C2)cc1OC (stereo not drawn)	-10%
CCc1ccc(Sc2cc(C(=O)O)c3ccccc3n2)cc1	i
N#Cc1cccc(NC(=O)Nc2ccc(=O)n3c2[C@@H]2C[C@@H](CN(C(=O)COc4ccccc4)C2)C3)c1	-8%
CCC(=O)Nc1ccc(OCC(=O)N[C@H]2CN(C(C)C)C[C@@H]2OC)cc1	21%
Cc1nn(CCCC(=O)NCc2cccc(Cl)c2)c(=O)c2c1sc1ccccc12	-8%
Cc1ccccc1CCC1CCCN(C(=O)c2cccc(O)c2C)C1 (stereo not drawn)	?

Additional results follow:
SMILES	Pf Dd2 inh
CCOC(=O)C1CCN(C(c2ccc(SC)cc2)c2c(O)cc(C)n(Cc3ccco3)c2=O)CC1 (stereo not drawn)	31%
CCc1cccc(NC(=O)Cn2c(-c3cccc(Cl)c3)nc(C)c(CCO)c2=O)c1	?
Cc1cccc(C)c1OCC(=O)N(Cc1ccccc1F)C1CCS(=O)(=O)C1 (stereo not drawn)	-31%
O=C(COc1ccc(Cl)cc1)N(Cc1ccco1)Cc1ccco1	-8%
Cc1cccn2c(=O)cc(COc3ccc(NC(=O)C(C)Oc4ccccc4)cc3)nc12 (stereo not drawn)	i
CCc1ccc(-n2c(=O)c3sc4ccccc4c3n(Cc3cccc(F)c3)c2=O)cc1	-15%
CC1(C(=O)O)CCN(C(=O)c2ccc3c(c2)OC(F)(F)O3)CC1	34%[activator]
CCC(=O)N1CCC(Cc2noc(-c3ccncc3)n2)C1 (stereo not drawn)	107%[activator]
Fc1ccc(CN2CCC3(CC(c4cccc(C(F)(F)F)c4)=NO3)C2)cc1 (stereo not drawn)	10µM*
Cc1c(Cl)cccc1-n1ncc(C(=O)NC2CCCCC2)c1C1CCN(C(=O)OC(C)(C)C)CC1	i
CCOc1ccc(NC(=O)C(CC)n2nc(C)c3c(C)n(-c4ccccc4)nc3c2=O)cc1 (stereo not drawn)	?
CC(=O)N1CCc2cc(S(=O)(=O)NC(Cc3ccccc3)C(=O)NCc3ccc(C)cc3)ccc21 (stereo not drawn)	i

2 records picked at random from those above, as already listed:
SMILES	Pf Dd2 inh
O=C(COc1ccc(Cl)cc1)N(Cc1ccco1)Cc1ccco1	-8%
Fc1ccc(CN2CCC3(CC(c4cccc(C(F)(F)F)c4)=NO3)C2)cc1 (stereo not drawn)	10µM*

(further entries)
SMILES	Pf Dd2 inh
O=C(c1ccc(F)c(F)c1)N1CCN(c2cc(-c3ccc(F)cc3)[nH]n2)CC1	38%[activator]
COc1ccc(C(=O)N2C[C@@H](Oc3cccnc3)C[C@H]2C(N)=O)cc1F	-1%
Cc1ccc(CN2Cc3[nH]cnc3C[C@H]2C(=O)N2CCC(Cc3ccccc3)CC2)cc1	i
O=C(CN1CCOCC1)N1CCC(c2cc(N3CCCC3)ncn2)CC1	10%
COc1ccc(CN[C@H]2[C@H](O)[C@H](O)C[C@@H]2c2ccc(C(F)(F)F)cc2)cc1	?
Cc1noc(-c2cn(C3CCN(C(=O)c4ccc(OC(F)(F)F)cc4)C3)nn2)n1 (stereo not drawn)	-18%
CCCNC(=O)NCCn1c(C)cnc1-c1ccncc1	5%
Cn1cccc1CN1CCC(n2cc[nH]c2=O)CC1	-1%[44.1 µM]
Cc1ccccc1NC(=O)c1ccccc1NC(=O)c1ccccc1Cl	9%
Cc1nc(CCn2ccnc2C)n(-c2ccc(S(N)(=O)=O)cc2)n1	-5%
COc1cc(OC)cc(C(=O)N2CCCC(c3noc(COc4ccccc4)n3)C2)c1 (stereo not drawn)	?
CCC12CN3CC(C)(CN(C1)C3c1c[nH]c3ccccc13)C2=O (stereo not drawn)	3%
Cc1ccc(C(=O)N2[C@@H]3CC[C@H]2CC(NC(=O)c2cnc(C)cn2)C3)cc1 (stereo partly drawn)	-19%

Not all compounds are listed; rates above refer to the full screens.
